From PubChem
Mot1-301 SUMO: yeast Mot1-301 growth rescue at high temperature, primary screen, SUMOylation pathway inhibitor project, S. cerevisiae, ATP luminescence, 38.5C; growth rescue, % at 18.8 µM; S. cerevisiae Mot1-301 growth rescue; percent above DMSO median, 100 means doubled; 1% of 320,000 active;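 active means every valid replicate shows activation above 250% relative to neutral control wells; inactive means the rest, any valid replicate at or below 250%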;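 further: OY570 slx delta 5 strain wells were the positive control but not used for scaling; some compounds called inactive have numbers as strong as hits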
PKA-R1A act: activators of PKA-R1A holoenzyme, primary screen, biochemical, fluorescence polarization, Cy5-IP20, bovine R1A, mouse PKAc. cAMP-dependent protein kinase type I-alpha regulatory subunit (Bos taurus) + …. PKA-R1A dissociation; scaled: DMSO 0%, 113 µM cGMP 100%. activation, % at 11.4 µM. 0.083% of 340,000 active;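 active means percent activation above the mean of all tested compounds plus 3 SD, cut at about 19% in these data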;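 further: higher means more PKAc released from R1A so a rise in polarization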
DSG3 Ab inh: inhibitors of pemphigus antibody binding to DSG3, primary screen, biochemical, bead-based, flow cytometry, scFv-GFP | Desmoglein-3 (Homo sapiens), P32926 | DSG3-coupled beads, scFv-anti-DSG3-GFP binding; active compounds read low | binding (percent of control), % at 10 µM | 0.48% of 310,000 active | AID 588358, 2011;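 active means binding more than 3 SD below its plate's average and above zero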;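 further: hits lower antibody fragment binding to DSG3; some compounds called inactive have numbers as strong as hits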
Ecoli viability: E. coli V3065 growth inhibition, primary screen, counter-screen for AddAB inhibitor project, absorbance, OD600; AID 449728, 2010; inhibition, % at 11.9 µM; 0.27% of 330,000 active; 18 h;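 active means inhibition above the campaign's mean inhibition across all tested compounds plus 3 SD, cut at about 9.9% in these data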;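 further: uninfected addAB+ strain grown without phage in ampicillin broth; 0% = DMSO wells and 100% = ciprofloxacin 0.95 µg/ml wells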
HTR5A inv ctr: HTR5A inverse agonists in luminescence cell assay, primary screen, counter-screen for OPRM1-OPRD1 heterodimer inverse agonist project, full-deck HTS; inhibition, % at 9.3 µM; 5-hydroxytryptamine receptor 5A (Homo sapiens), P47898; HTR5A cell line, inverse agonism; AID 504634, 2011; 0.083% of 340,000 active; in the data active means inhibition mostly above about 23%, no sharp cut-off; inactive means mostly below about 18%;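 further: 0% = cells with DMSO and 100% = no-cell wells with DMSO; some compounds called inactive have numbers as strong as hits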
Target sequence (P47898 whole entry, looked up): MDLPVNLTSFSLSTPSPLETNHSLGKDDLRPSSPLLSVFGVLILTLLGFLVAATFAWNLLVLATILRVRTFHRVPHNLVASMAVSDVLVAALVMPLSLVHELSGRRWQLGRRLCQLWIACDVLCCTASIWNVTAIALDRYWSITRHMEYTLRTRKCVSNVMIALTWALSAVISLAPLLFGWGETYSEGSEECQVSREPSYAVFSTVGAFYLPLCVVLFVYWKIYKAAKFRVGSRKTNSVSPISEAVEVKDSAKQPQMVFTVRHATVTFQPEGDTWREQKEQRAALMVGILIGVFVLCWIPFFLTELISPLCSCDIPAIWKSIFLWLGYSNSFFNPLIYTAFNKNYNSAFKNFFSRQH
PfHsp90 yeast 2: growth inhibition of PfHsp90-expressing yeast, primary screen, antimalarial PfHsp90 inhibitor project, S. cerevisiae, BacTiter-Glo luminescence, single point, set 2; BacTiter-Glo ATP, 48 h; yeast lacking PDR1 and PDR3 efflux regulators; inhibition, % at 9.4 µM; 0.32% of 310,000 active;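 active means every replicate shows inhibition above about 80%, whatever the replicate mean, limit read from the data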;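 further: 0% = DMSO neutral controls and 100% = 20 µM radicicol positive controls; yeast relying on Plasmodium falciparum Hsp90 in place of its own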
MOR-DOR inv ag: inverse agonists of MOR-DOR heterodimerization, primary screen, cell-based, luminescence; Mu-type opioid receptor (Homo sapiens) + Delta-type opioid receptor (Homo sapiens), …; inhibition, % at 9.3 µM; cell-based MOR-DOR heterodimer luminescence, inverse agonism; 0.21% of 340,000 active; in the data active means inhibition above about 22%, passing the limit was not always enough;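 further: 0% = cells with DMSO and 100% = wells without cells with DMSO; values of inactives mirror those of a sister screen read the other way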
phage Ecoli inh: growth loss of phage-infected E. coli, primary screen, RecBCD inhibitor project, absorbance, with phage, HTS; inhibition, % at 11.9 µM; AID 651602, 2012; 0.26% of 360,000 active; in the data active means inhibition above about 11%
HTR5A ag ctr: HTR5A agonists in luminescence cell assay, primary screen, counter-screen for OPRM1-OPRD1 heterodimer agonist project, full-deck HTS; 5-hydroxytryptamine receptor 5A (Homo sapiens), P47898; cell-based; activation, % at 9.3 µM; 0.61% of 340,000 active; AID 504692, 2011; in the data active means activation mostly above about 9.5%, no sharp cut-off; inactive means mostly below about 7.6%;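 further: 0% = cells with vehicle only and 100% = reference agonist; strong numbers were not always called active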
AddAB inh: growth inhibition of E. coli expressing H. pylori AddAB, primary screen, AddAB inhibitor project, absorbance | inhibition, % at 11.9 µM | 0.29% of 330,000 active | AID 435030, 2010; in the data active means inhibition above about 12%;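 further: 0% = vehicle wells of infected cells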
OPRM1-OPRD1 ag: agonists of OPRM1-OPRD1 heterodimerization, primary screen, cell-based, luminescence; activation, % at 9.3 µM; cells; 0.3% of 340,000 active; in the data active means activation above about 18%;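 further: 0% = vehicle-treated cells and 100% = reference agonist; values of inactives mirror those of a sister screen read the other way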
* hit, by the source's call; x = not tested or not shown.

Values run as follows: Mot1-301 SUMO | PKA-R1A act | DSG3 Ab inh | Ecoli viability | HTR5A inv ctr | PfHsp90 yeast 2 | MOR-DOR inv ag | phage Ecoli inh | HTR5A ag ctr | AddAB inh | OPRM1-OPRD1 ag
1	Cc1cc(=O)n(Cc2ccccc2)c2ccccc12
    43 | -4 | 103 | -1.2 | -7 | -10 | 0 | 2.3 | 2 | 0.7 | 0.0
2	COc1ccc2[nH]c3c(=O)n(CCN4CCOCC4)cnc3c2c1
    -2 | -3 | 98 | 0.8 | -20 | -2 | -7 | -0.3 | 7 | -0.6 | 1.4
3	CSCCC1NC(=O)N(CC(=O)N2N=C(c3ccc(Cl)cc3)CC2c2ccco2)C1=O (stereo unspecified)
    97 | 3 | 113 | -1.5 | 1 | x | -3 | 0.3 | 0 | 4.1 | 0.6
4	COC1=CC(=O)[C@@]2([C@@H]1O)[C@@H](Cl)C[C@]13C(OC)=C(OC)C(=O)C[C@]21CCN3C
    -8 | -2 | 102 | 1.9 | 11 | 6 | 12 | -0.2 | 8 | 4.5 | -2.2
5	O=c1oc2ccc(C#CC3(O)CCCCC3)cc2cc1-n1cc(-c2ccccn2)nn1
    7 | 3 | 103 | -0.7 | -8 | -5 | 6 | 2.4 | -3 | 2.4 | -1.1
6	COc1cc(C(=O)Nc2sc(C(=O)N3CCOCC3)c(C)c2C#N)cc(OC)c1OC
    -1 | -24 | 101 | 0.9 | -5 | 9 | 14 | 1.6 | 2 | 0.7 | -2.4
7	CN(C)CCCN=Cc1c(-c2ccccc2)[nH]n(-c2nc3ccccc3s2)c1=O
    -5 | -5 | 118 | -1.4 | 3 | -10 | 14 | 2.9 | -1 | 3.1 | -2.7
8	O=C(CN(C1CCCCC1)S(=O)(=O)c1ccc(Cl)cc1)NCc1cccnc1
    2 | 4 | 102 | -0.6 | -1 | 40 | 9 | 3.3 | 13* | 1.2 | -1.8
9	CC(C)OC(=O)CSc1nc(N)c(C#N)c(-c2ccco2)c1C#N
    3 | -1 | 95 | -0.9 | -3 | -4 | -7 | -4.1 | 1 | 4.9 | 1.6
10	CCCC(C(=O)NC1CCCC1)N(Cc1ccccc1Cl)C(=O)c1snc(C(N)=O)c1N (stereo unspecified)
    -31 | 2 | 94 | -1.1 | 1 | 8 | -33 | 0.1 | 1 | 2.2 | 4.7
11	Cc1c(CCC(=O)O)c(=O)oc2c(C)c(OCc3cc4c(cc3Cl)OCO4)ccc12
    -9 | -10 | 90 | -0.9 | 9 | 1 | 11 | 0.9 | 1 | -2.4 | -2.2
12	CCn1cc(C(=O)NC(C)CCc2ccccc2)c(=O)c2cc(S(=O)(=O)N(C)C)ccc21 (stereo unspecified)
    -9 | 3 | 108 | -0.3 | 22 | -9 | 10 | -0.6 | -6 | -2.1 | -2.1
13	CCOc1cc(-c2c(C)c(C)nc(N)c2C#N)ccc1O
    12 | -6 | 111 | 0.5 | 7 | -10 | 5 | -0.9 | -3 | 2.1 | -1.0
14	Cc1ccc(N2CC(C(=O)Nc3c4c(nn3C(C)(C)C)CS(=O)(=O)C4)CC2=O)cc1C (stereo unspecified)
    12 | -1 | x | 1.4 | 3 | -4 | 15 | 0.2 | 4 | -0.2 | -2.8
15	CC(=O)N1c2ccc(S(=O)(=O)NCC3CCC(C(=O)NCc4ccc(C)o4)CC3)cc2CC1C (stereo unspecified)
    47 | -5 | x | -0.6 | 17 | 3 | 11 | 0.3 | -5 | 0.9 | -2.2
16	NC(=O)c1ccc(NC(=O)COC(=O)c2n[nH]c3ccccc23)cc1
    8 | -15 | x | -1.6 | -2 | 19 | 13 | -0.5 | 1 | -3.2 | -3.4
17	Cc1ccc(C)c(OCCC(=O)Nc2cc(S(=O)(=O)N3CCCCC3)ccc2C)c1
    19 | -12 | 96 | -1.8 | 0 | x | 11 | 3.8 | 0 | -2.5 | -2.1
18	O=C1SC(c2ccccc2)=N/C1=C/c1ccco1
    -8 | -5 | 122 | -1.8 | -20 | 34 | -21 | 2.2 | 0 | 1.9 | 3.6
19	O=C(Nc1ccccc1C(=O)NCCCN1CCOCC1)c1ccc(F)cc1F
    -7 | -1 | 108 | 3.3 | 17 | 10 | 17 | -2.7 | 0 | 4.0 | -5.2
20	COc1cc(-c2nnc3n2CCCCC3)cc(OC)c1OC
    60 | 1 | x | -1.6 | 7 | -6 | 9 | -0.4 | -2 | 0.7 | -2.0

Full records as entered above. Screens in order: Mot1-301 SUMO	PKA-R1A act	DSG3 Ab inh	Ecoli viability	HTR5A inv ctr	PfHsp90 yeast 2	MOR-DOR inv ag	phage Ecoli inh	HTR5A ag ctr	AddAB inh	OPRM1-OPRD1 ag
COC1=CC(=O)[C@@]2([C@@H]1O)[C@@H](Cl)C[C@]13C(OC)=C(OC)C(=O)C[C@]21CCN3C as listed: -8	-2	102	1.9	11	6	12	-0.2	8	4.5	-2.2
CSCCC1NC(=O)N(CC(=O)N2N=C(c3ccc(Cl)cc3)CC2c2ccco2)C1=O (stereo unspecified) as listed: 97	3	113	-1.5	1	x	-3	0.3	0	4.1	0.6
Cc1c(CCC(=O)O)c(=O)oc2c(C)c(OCc3cc4c(cc3Cl)OCO4)ccc12 as listed: -9	-10	90	-0.9	9	1	11	0.9	1	-2.4	-2.2
NC(=O)c1ccc(NC(=O)COC(=O)c2n[nH]c3ccccc23)cc1 as listed: 8	-15	x	-1.6	-2	19	13	-0.5	1	-3.2	-3.4

Remaining list, next part
Values run as follows: Mot1-301 SUMO | PKA-R1A act | DSG3 Ab inh | Ecoli viability | HTR5A inv ctr | PfHsp90 yeast 2 | MOR-DOR inv ag | phage Ecoli inh | HTR5A ag ctr | AddAB inh | OPRM1-OPRD1 ag
21	O=C(c1ccc(F)cc1F)N(Cc1ccccn1)Cc1ccco1
    -4 | 4 | 108 | -3.4 | 9 | 13 | 15 | 2.9 | 1 | -2.8 | -2.9
22	Cc1ccccc1S(=O)(=O)Cc1ccc(C(=O)N(C)C2CCCCC2)o1
    54 | -2 | 107 | -1.6 | 5 | -11 | -1 | -3.0 | 1 | 1.7 | 0.2
23	Cc1cc(C)c2c(=O)n(CC(=O)NC3CCCC3)sc2n1
    -13 | -3 | 81 | 1.2 | 2 | -5 | 12 | 1.5 | 3 | 0.5 | -2.3
24	CC#CCCCC(=O)Nc1cc(OC)nc(OC)n1
    -13 | -13 | 96 | -1.9 | 15 | 16 | 20 | 1.6 | 4 | 3.0 | -3.9
25	CN=C1S/C(=C\c2ccc(OCC(=O)OC)c(OC)c2)C(=O)N1C
    -2 | 3 | 100 | 1.8 | -22 | 6 | 12 | 0.3 | -1 | 0.7 | -2.4
26	COC(=O)c1c[nH]c(=S)n1Cc1ccccc1
    x | 3 | 96 | x | 14 | 4 | 3 | 1.8 | -4 | x | -0.6
27	O=C(Nc1cccc(F)c1)c1ccc(S(=O)(=O)N2CCCC2)cc1
    -2 | -12 | 108 | 0.2 | -20 | 7 | 1 | 5.6 | 7 | 1.1 | -0.1
28	Cc1c(C(=O)N2CCN(S(=O)(=O)c3ccc(F)cc3)CC2)oc2ccccc12
    -9 | -6 | 107 | 1.2 | 1 | -6 | -9 | 4.6 | -2 | 3.6 | 1.4
29	O=C(COc1cccc2c1CCNC2=O)Nc1cccc(C(F)(F)F)c1
    10 | -11 | 105 | 0.2 | -23 | -4 | 5 | x | 9 | 3.0 | -0.7
30	COc1cc(/C=N/NC(=S)Nc2cccnc2)cc(OC)c1O
    -22 | 3 | 114 | -2.5 | 7 | x | 13 | 1.2 | -1 | 0.8 | -2.7
31	O=C(NNS(=O)(=O)c1ccccc1)c1cccs1
    5 | -9 | 76 | 0.9 | 20 | -31 | 16 | 1.3 | 4 | -0.7 | -3.2
32	Cn1c(-c2cccc(Br)c2)cnc1NCc1cccnc1
    -12 | -1 | 102 | 1.3 | 2 | -2 | 16 | 1.5 | 4 | 1.7 | -3.4
33	CCS(=O)(=O)N1CCC2(CC1)OCCN2S(=O)(=O)c1ccc(C)cc1
    9 | -3 | 116 | 1.0 | -6 | 9 | -3 | 0.7 | 2 | 1.0 | 0.5
34	Cc1ccc(S(=O)(=O)NC(C)(C)CSc2nnc(N)s2)cc1
    -4 | -2 | 94 | -0.4 | 4 | 1 | 14 | 4.2 | -3 | 2.9 | -3.0
35	CC(CN1CCCCC1)NC(=O)c1cccs1 (stereo unspecified)
    -20 | -2 | 101 | 2.0 | -12 | -8 | 15 | 0.4 | 3 | -0.3 | -3.1
36	CCCN(CC(=O)Nc1ccc(Cl)cc1Cl)C(=O)c1ccc(=O)[nH]c1
    -4 | -4 | 106 | 0.2 | -34 | -11 | 6 | 0.7 | 9 | 1.0 | -0.8
37	CC(=O)c1ccc(NC(=O)CO/N=C(\C)c2cccs2)cc1
    153 | 0 | 106 | -3.7 | -30 | -3 | 14 | 4.9 | -4 | 0.4 | -2.7
38	Nc1nc(-c2ccccc2)c(-c2ccccc2)s1
    x | 5 | 98 | -0.9 | 20 | -36 | 6 | -0.3 | 1 | 0.9 | -1.0
39	O=C(Cc1ccc(Cl)cc1)Nc1cccc(S(=O)(=O)Nc2ccccc2F)c1
    8 | -7 | 127 | 0.2 | 0 | 12 | 3 | 4.0 | 1 | 3.1 | -0.6
40	CCCCNC(=O)COC(=O)CCC(=O)c1ccc(F)cc1
    8 | 3 | 96 | 1.2 | -10 | -4 | 6 | 1.3 | 3 | 1.5 | -1.1
41	CCOC(=O)c1c(C)[nH]c(C(=O)COC(=O)C23CC4CC(CC(Cl)(C4)C2)C3)c1C
    -11 | -13 | x | -0.5 | -8 | -12 | -1 | 1.2 | -6 | -3.5 | 0.3
42	CCC(C)c1ccc(OCC(=O)Nc2ccc3[nH]c(=O)[nH]c3c2)cc1 (stereo unspecified)
    49 | 12 | 119 | -0.4 | 6 | 4 | 13 | 2.8 | 2 | -0.3 | -2.4
43	NC(=O)NCc1cccnc1
    5 | -8 | 100 | -0.7 | -3 | 6 | 7 | 1.3 | 1 | 0.9 | -1.3

Part of the list above, reduced to PKA-R1A act:
cpd	Compound	PKA-R1A act
25	CN=C1S/C(=C\c2ccc(OCC(=O)OC)c(OC)c2)C(=O)N1C	3
26	COC(=O)c1c[nH]c(=S)n1Cc1ccccc1	3
